Screening results (PubChem BioAssay)
TcdB inh = inhibitors of Clostridioides difficile toxin B glycohydrolase. inhibition, % at 9.99 µM. P18177. TcdB glycohydrolase enzymatic assay, plate reader. actives 0.24% (n = 350,000); in the data active = inhibition above about 10%
Starred values were filed as active, the others as inactive.

SMILES	TcdB inh
C[C@H]1CN([C@@H](C)CO)S(=O)(=O)c2ccc(-c3ccc(C(=O)N(C)C)cc3)cc2O[C@H]1CN(C)C(=O)C1CCOCC1	0.0
C[C@H](CO)N1C[C@H](C)[C@H](CN(C)C(=O)c2cccnc2)Oc2ncc(-c3ccc(F)cc3)cc2C1=O	-0.7
C[C@H](CO)N1C[C@H](C)[C@@H](CN(C)C(=O)c2cccc(F)c2)Oc2ncc(C#CCN(C)C)cc2C1=O	-0.2
Cc1ccc(S(=O)(=O)N2C[C@@H](O)COC[C@H]3O[C@@H](CC(=O)NCc4ccc(Cl)c(Cl)c4)CC[C@@H]32)cc1	-0.3
COc1ccc(NC(=O)N(C)C[C@@H]2Oc3c(NC(=O)CCCCCC(=O)Nc4ccccc4N)cccc3C(=O)N([C@@H](C)CO)C[C@@H]2C)cc1	0.8
C[C@H](CO)N1C[C@H](C)[C@@H](CN(C)C(=O)Cc2cccnc2)Oc2ncc(C#CCN(C)C)cc2C1=O	-0.8
C[C@H](CO)N1C[C@H](C)[C@@H](CN(C)C)Oc2ccc(NC(=O)C3CCCCC3)cc2CC1=O	-0.2
COCC(=O)N1CC2(C1)[C@@H](c1ccccc1)[C@@H](CO)N2C(=O)c1ccncc1	-2.1
N#C[C@H]1[C@@H](c2ccc(C3=CCCCC3)cc2)[C@@H](CO)N1C(=O)NC1CCCCC1	-1.4
C[C@@H]1CN([C@H](C)CO)C(=O)c2cc(NC(=O)C3CC3)ccc2O[C@@H]1CN(C)Cc1ccc(C(=O)O)cc1	-0.8
CN1CCCCN2[C@H](C1)[C@@H](c1ccc(C#Cc3ccccc3F)cc1)[C@@H]2CO	0.6
CO[C@@H]1CN(C)C(=O)c2cc(NC(C)=O)ccc2OC[C@H](C)N(CCC(F)(F)F)C[C@@H]1C	-1.2
Cc1noc(C)c1S(=O)(=O)N(C)C[C@@H]1OCCCC[C@@H](C)Oc2ccc(NC(=O)Cc3ccccc3)cc2C(=O)N([C@@H](C)CO)C[C@@H]1C	0.3
COC(=O)C[C@H]1C=C[C@@H](NC(=O)c2ccccc2)[C@@H](CO)O1	0.2
C[C@@H]1CN([C@@H](C)CO)C(=O)c2cccc(NC(=O)c3cnccn3)c2O[C@@H]1CN(C)S(C)(=O)=O	3.3
CCN1[C@@H]2c3ccc(-c4ccc(F)cc4)c(=O)n3C[C@@H]2[C@@H](CO)[C@@H]1C(=O)Nc1ccccc1	-1.7
CC=Cc1ccc2n(c1=O)C[C@H]1[C@H](CO)[C@@H](C(=O)NCC3CC3)N(Cc3ccccc3)[C@@H]21 (mixture of isomers)	-2.3
COC(=O)[C@H]1[C@H](CO)[C@H]2Cn3c(ccc(-c4ccccc4F)c3=O)[C@@H]1N2	-1.5
CO[C@H]1CN(C)C(=O)c2ccc(NC(=O)Nc3ccccc3)cc2OC[C@H](C)N(C(=O)Nc2c(C)noc2C)C[C@H]1C	1.1
O=C(N[C@H]1CC[C@H](CC(=O)N2CCc3ccccc3C2)O[C@@H]1CO)C1CCOCC1	-0.3
CC(C)NC(=O)N(C)C[C@@H]1OCCCC[C@@H](C)Oc2ccc(NS(=O)(=O)c3ccccc3)cc2C(=O)N([C@@H](C)CO)C[C@@H]1C	-0.3
COc1ccccc1C#Cc1cnc2c(c1)C(=O)N([C@H](C)CO)C[C@@H](C)[C@@H](CN(C)C(=O)CC1CC1)O2	0.7
C[C@@H](O)C#Cc1cnc2c(c1)C(=O)N([C@@H](C)CO)C[C@H](C)[C@@H](CN(C)CC1CCCCC1)O2	-0.7
N#C[C@@H]1[C@H](c2ccc(-c3ccccc3F)cc2)[C@H](CO)N1C(=O)Cc1ccccc1	-0.4
Cc1ccc(-c2ccc3c(c2)O[C@H](CN(C)C)[C@H](C)CN([C@@H](C)CO)S3(=O)=O)cc1	0.6
O=S(=O)(c1ccc(F)cc1)N1CC[C@@H]2[C@@H](CO)Nc3ccc(C#Cc4cccc(F)c4)cc3[C@@H]21	-2.3
COc1cccc(S(=O)(=O)N2CCCCN3[C@H](CO)[C@@H](c4ccc(C#CC5CC5)cc4)[C@@H]3C2)c1	0.8
COc1ccc(NC(=O)Nc2ccc3c(c2)C(=O)N([C@H](C)CO)C[C@@H](C)[C@@H](CN(C)C(=O)Nc2c(C)noc2C)O3)cc1	-0.5
CO[C@@H]1CN(C)C(=O)c2ccc(NS(=O)(=O)c3ccc(Cl)cc3)cc2OC[C@H](C)N(C)C[C@H]1C	-1.7
CCCNC(=O)N1C[C@H](C)[C@@H](OC)CN(C)C(=O)c2ccc(NS(=O)(=O)CC(F)(F)F)cc2OC[C@H]1C	-0.4
C[C@H]1CN([C@@H](C)CO)C(=O)CCCn2nncc2CO[C@H]1CN(C)C(=O)CCCN(C)C	-1.6
CC(C)CC#Cc1ccc2c(c1)O[C@H](CN(C)C(=O)c1ccccn1)[C@@H](C)CN([C@H](C)CO)S2(=O)=O	0.2
C[C@H]1CN([C@@H](C)CO)C(=O)c2cc(NC(=O)Nc3ccc(C(F)(F)F)cc3)ccc2O[C@H]1CN(C)Cc1ccc(Cl)c(Cl)c1	-0.1
C[C@@H]1CCCCO[C@@H](CN(C)C(=O)c2ccncc2)[C@H](C)CN([C@H](C)CO)C(=O)c2cc(NC(=O)Cc3ccccc3)ccc2O1	0.4
C[C@H](NC(=O)C[C@H]1CC[C@H](NC(=O)C2CC2)[C@@H](CO)O1)c1ccccc1	0.8
O=C(C[C@@H]1C[C@@H]2c3cc(NC(=O)CC4CC4)ccc3O[C@@H]2[C@H](CO)O1)NCc1ccncc1	0.5
C[C@H](CO)N1C[C@H](C)[C@@H](CN(C)CC2CCCCC2)Oc2c(NC(=O)c3ccc(-c4nccs4)cc3)cccc2C1=O	0.7
C[C@@H]1CN([C@@H](C)CO)C(=O)c2cc(Br)cnc2O[C@@H]1CN(C)C(=O)C1CCOCC1	-1.6
C[C@@H]1CN([C@H](C)CO)C(=O)CCCn2cc(nn2)CO[C@@H]1CN(C)S(=O)(=O)c1ccc(C#N)cc1	0.6
CCCNC(=O)N1C[C@@H](C)[C@H](OC)CN(C)C(=O)c2cc(NS(C)(=O)=O)ccc2OC[C@@H]1C	0.5
C[C@@H]1CN([C@H](C)CO)C(=O)c2cccc(NC(=O)Nc3ccc4c(c3)OCO4)c2O[C@@H]1CN(C)S(=O)(=O)c1ccc(Cl)cc1	-0.7
O=C(N[C@@H]1CC[C@H](CCn2cc(C3CCCC3)nn2)O[C@H]1CO)c1cccnc1	0.5
C[C@@H]1CN([C@H](C)CO)C(=O)c2cccc(NC(=O)Nc3ccc4c(c3)OCO4)c2O[C@H]1CN(C)C(=O)Nc1cccc2ccccc12	0.8
C[C@H]1CN([C@@H](C)CO)C(=O)c2cc(NS(=O)(=O)c3ccccc3)ccc2O[C@H]1CN(C)Cc1ccc2c(c1)OCO2	-0.4
COc1ccc(CNC(=O)C[C@@H]2C[C@H]3c4cc(NC(=O)CN(C)C)ccc4O[C@H]3[C@H](CO)O2)cc1	0.6

Part of the list above in order of length of the SMILES, lowest first.
SMILES	TcdB inh
O=C(N[C@@H]1CC[C@H](CCn2cc(C3CCCC3)nn2)O[C@H]1CO)c1cccnc1	0.5
C[C@H](NC(=O)C[C@H]1CC[C@H](NC(=O)C2CC2)[C@@H](CO)O1)c1ccccc1	0.8
C[C@H]1CN([C@@H](C)CO)C(=O)CCCn2nncc2CO[C@H]1CN(C)C(=O)CCCN(C)C	-1.6
O=C(C[C@@H]1C[C@@H]2c3cc(NC(=O)CC4CC4)ccc3O[C@@H]2[C@H](CO)O1)NCc1ccncc1	0.5
COc1ccc(CNC(=O)C[C@@H]2C[C@H]3c4cc(NC(=O)CN(C)C)ccc4O[C@H]3[C@H](CO)O2)cc1	0.6
C[C@@H]1CN([C@H](C)CO)C(=O)CCCn2cc(nn2)CO[C@@H]1CN(C)S(=O)(=O)c1ccc(C#N)cc1	0.6
CC(C)CC#Cc1ccc2c(c1)O[C@H](CN(C)C(=O)c1ccccn1)[C@@H](C)CN([C@H](C)CO)S2(=O)=O	0.2
C[C@H](CO)N1C[C@H](C)[C@@H](CN(C)CC2CCCCC2)Oc2c(NC(=O)c3ccc(-c4nccs4)cc3)cccc2C1=O	0.7
C[C@H]1CN([C@@H](C)CO)C(=O)c2cc(NS(=O)(=O)c3ccccc3)ccc2O[C@H]1CN(C)Cc1ccc2c(c1)OCO2	-0.4
C[C@@H]1CN([C@H](C)CO)C(=O)c2cccc(NC(=O)Nc3ccc4c(c3)OCO4)c2O[C@H]1CN(C)C(=O)Nc1cccc2ccccc12	0.8
C[C@@H]1CCCCO[C@@H](CN(C)C(=O)c2ccncc2)[C@H](C)CN([C@H](C)CO)C(=O)c2cc(NC(=O)Cc3ccccc3)ccc2O1	0.4

Further results:
SMILES	TcdB inh
C[C@H](CO)N1C[C@H](C)[C@@H](CN(C)Cc2ccc(F)cc2)Oc2ncc(-c3cncnc3)cc2C1=O	1.2
COc1ccc2c3c([nH]c2c1)[C@@H](CO)N(Cc1cccc(Cl)c1)CC31CN(C(C)=O)C1	-0.3
CCCN1C[C@H](C)[C@@H](OC)CN(C)C(=O)c2cc(NC(=O)C3CC3)ccc2OC[C@H]1C	0.0
C[C@@H]1CN([C@@H](C)CO)S(=O)(=O)c2ccc(C#CC3CC3)cc2O[C@@H]1CN(C)Cc1cccnc1	-0.1
C[C@@H]1CN([C@@H](C)CO)C(=O)c2cccc(N(C)C)c2O[C@@H]1CN(C)Cc1ccc(C(=O)Nc2ccccc2N)cc1	-3.6
C[C@H]1CN([C@@H](C)CO)C(=O)c2cc(C3=CCCC3)cnc2O[C@@H]1CN(C)Cc1ccc(C(=O)O)cc1	-0.4
COc1ccc(NC(=O)N(C)C[C@@H]2Oc3ccc(NC(=O)CCCCCC(=O)Nc4ccccc4N)cc3C(=O)N([C@H](C)CO)C[C@H]2C)cc1	0.3
COc1ccc(NC(=O)Nc2ccc3c(c2)[C@@H]2C[C@H](CC(=O)O)O[C@@H](CO)[C@@H]2O3)cc1	0.6
Cc1ccccc1S(=O)(=O)N1C[C@H](O)COC[C@H]2O[C@@H](CC(=O)N3CCOCC3)CC[C@@H]21	-0.6
COCC(=O)N1C[C@H](C)[C@H](OC)CN(C)C(=O)c2ccc(NC(=O)c3ccccc3)cc2OC[C@@H]1C	-2.6
O=C(N[C@H]1CC[C@@H](CCNC(=O)c2ccccc2F)O[C@@H]1CO)c1ccc2c(c1)OCO2	0.1
COc1ccccc1-c1ccc([C@H]2[C@@H](CO)N(C(=O)C3CCCCC3)[C@H]2C#N)cc1	0.5
CCC(=O)N(C)C[C@@H]1Oc2ncc(C#CCC3CCCC3)cc2C(=O)N([C@H](C)CO)C[C@H]1C	1.0
COCCNC(=O)C[C@@H]1CC[C@@H]2[C@H](COc3ccc(NC(=O)c4cc(C)on4)cc3C(=O)N2C)O1	-0.4
COc1cccc(NC(=O)Nc2ccc3c(c2)C(=O)N(C)[C@H]2CC[C@H](CC(=O)NCCc4ccccc4)O[C@@H]2CO3)c1	0.4
CN(C)CC(=O)Nc1ccc2c(c1)[C@@H]1C[C@H](CC(=O)NCc3cc(F)ccc3F)O[C@H](CO)[C@@H]1O2	-0.6
CCCNC(=O)[C@@H]1[C@@H](CO)[C@@H]2Cn3c(ccc(/C=C/c4ccccc4)c3=O)[C@H]1N2C(=O)c1ccncc1	-0.2
CC(C)CC#Cc1cnc2c(c1)C(=O)N([C@H](C)CO)C[C@@H](C)[C@@H](CN(C)C(=O)Cc1ccncc1)O2	-0.9
CNC[C@@H]1Oc2ccc(NC(=O)Nc3ccc4c(c3)OCO4)cc2C(=O)N([C@H](C)CO)C[C@H]1C	0.6
C[C@H]1CN([C@@H](C)CO)C(=O)c2c(c3ccccc3n2C)-c2ccccc2CO[C@H]1CN(C)S(=O)(=O)c1ccc(C(F)(F)F)cc1	1.1
C[C@H]1CN([C@@H](C)CO)C(=O)Cc2cc(NC(=O)C3CC3)ccc2O[C@@H]1CN(C)C(=O)NC1CCCCC1	0.2
C[C@H](O)C#Cc1ccc2c(c1)O[C@H](CN(C)Cc1ccccn1)[C@@H](C)CN([C@@H](C)CO)S2(=O)=O	1.1
COCC(=O)N1C[C@@H](C)[C@H](OC)CN(C)C(=O)c2ccc(NC(=O)c3cc(C)on3)cc2OC[C@@H]1C	0.8
C[C@H](CO)N1C[C@H](C)[C@H](CN(C)Cc2ccncc2)Oc2ccc(NC(=O)Nc3cccc4ccccc34)cc2C1=O	0.4
C[C@@H]1CCCCO[C@@H](CN(C)C(=O)CCC(F)(F)F)[C@H](C)CN([C@H](C)CO)C(=O)c2cc(NS(=O)(=O)c3cn(C)cn3)ccc2O1	0.1
COc1cccc(-c2ccc3c(c2)[C@@H]2[C@@H](CCN2S(=O)(=O)c2ccccc2C)[C@H](CO)N3)c1	1.3
CCCN1C[C@@H](C)[C@H](OC)CN(C)C(=O)c2ccc(NC(=O)c3cccc(OC)c3)cc2OC[C@@H]1C	0.2
O=C([C@H]1[C@H](CO)[C@H]2Cn3c(ccc(-c4ccccc4F)c3=O)[C@@H]1N2C(=O)C1CCC1)N1CCOCC1	1.5
O=C(C[C@@H]1CC[C@@H]2[C@H](COC[C@H](O)CN2C(=O)c2cnccn2)O1)NCc1ccc(Oc2ccccc2)cc1	0.1
CO[C@@H]1CN(C)C(=O)c2ccc(NC(=O)c3ccno3)cc2OC[C@@H](C)N(S(C)(=O)=O)C[C@H]1C	-0.5
Cc1ccc(S(=O)(=O)Nc2ccc3c(c2)C(=O)N([C@@H](C)CO)C[C@H](C)[C@@H](CN(C)C)OCCCC[C@H](C)O3)cc1	-0.8
COc1cccc(C(=O)Nc2ccc3c(c2)C(=O)N(C)C[C@H](OC)[C@@H](C)CN[C@H](C)CO3)c1	-0.4
O=C(C[C@@H]1CC[C@H]2[C@@H](COC[C@@H](O)CN2CCc2ccccc2)O1)NCc1ccc(F)cc1	-1.8
C[C@@H]1CN([C@@H](C)CO)C(=O)c2cc(-c3ccc(C#N)cc3)cnc2O[C@@H]1CN(C)C(=O)c1ccccc1	0.2
C[C@H](CO)N1C[C@H](C)[C@H](CN(C)C(=O)Nc2ccc(C(F)(F)F)cc2)Oc2c(NC(=O)Nc3ccccc3)cccc2C1=O	1.7
Cc1ccc(S(=O)(=O)Nc2ccc3c(c2)CC(=O)N([C@H](C)CO)C[C@@H](C)[C@@H](CN(C)C(=O)Nc2ccc(C(F)(F)F)cc2)O3)cc1	-0.6
COc1ccccc1C(=O)Nc1ccc2c(c1)C(=O)N(C)C[C@H](OC)[C@@H](C)CN(CC1CC1)[C@@H](C)CO2	0.1

Only part of the results is shown; the hit share may differ from the screen's.
